Screens from PubChem.
TAAR1 antagonist – human TAAR1 antagonists, primary screen, Fluo-8 calcium fluorescence, CHO RD-HGA16 cells; Trace amine-associated receptor 1 (Homo sapiens), Q96RJ0; antagonist; inhibition, % at 3 µM; 1.5% of 360,000 active;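 active means inhibition above a per-plate cutoff, the mean inhibition of test compounds on that plate plus 3 SD, cut at about 49% in these data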;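 further: 0% = DMSO plus EC80 beta-PEA response and 100% = DMSO alone without agonist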
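Material: RD-HGA16 CHO cells with stable hTAAR1 and Gα16; Dosing: single nominal final test compound concentration of 3 µM; Schedule: seeding 17-24 h prior, 75-min 37 °C, 30-min RT dye loading; Detection: kinetic Fluo-8 calcium fluorescence measurement; Measure: % inhibition from peak post-agonist over basal fluorescence ratio; Benchmarks: vehicle and agonist controls.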
OXTR potentiate – human OXTR potentiators, primary screen, fluorescence, CHO-OTR cells, Fluo-8 calcium; Fluo-8 calcium fluorescence, potentiator mode; 0% = oxytocin EC15, 100% = EC100; AID 2445, 2010; activation, % at 3 µM; 0.061% of 320,000 active;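 active means activation above that plate's cutoff, the mean activation of tested compounds plus 3 SD, cut at about 6.6% in these data, passing the limit was not always enough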;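 further: 100% uses oxytocin at 75 nM as the full agonist control; some results filed as inactive read as strong as hits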
Target sequence (P30559 whole entry, looked up): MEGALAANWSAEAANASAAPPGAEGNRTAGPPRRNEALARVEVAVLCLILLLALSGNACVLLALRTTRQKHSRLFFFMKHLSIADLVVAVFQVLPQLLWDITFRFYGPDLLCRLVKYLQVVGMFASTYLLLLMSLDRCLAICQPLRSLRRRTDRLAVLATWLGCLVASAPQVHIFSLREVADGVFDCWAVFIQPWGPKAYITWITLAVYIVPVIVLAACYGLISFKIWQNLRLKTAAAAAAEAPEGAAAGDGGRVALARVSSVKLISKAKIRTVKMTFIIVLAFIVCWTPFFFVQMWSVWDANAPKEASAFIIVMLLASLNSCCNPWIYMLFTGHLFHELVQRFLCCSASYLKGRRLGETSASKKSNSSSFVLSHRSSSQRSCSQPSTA
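Material: CHO-OTR cells, human receptor; compound dosing: single dose, 3.0 µM nominal final compound concentration; schedule: 6 min compound pre-incubation at room temperature, 100 s kinetic read; measured by: kinetic Fluo-8 calcium fluorescence; read-out basis: % activation vs EC15 and EC100 oxytocin; controls: EC15 oxytocin alone as 0%, 75 nM oxytocin as 100%; replicates: singlicate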
M1 ag – human M1 muscarinic receptor agonists, primary screen, Fluo-8 calcium fluorescence, CHO-K1 cells, HTS; Muscarinic acetylcholine receptor M1 (Homo sapiens), P11229; activation, % at 3 µM; AID 588814, 2011; CHO-K1 hM1, agonist mode; 0% DMSO, 100% acetylcholine EC100; 0.33% of 360,000 active;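 active means activation above the run's mean compound activation plus 3 SD, cut at about 16% in these data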;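 further: peak over basal fluorescence ratio within a 140 s kinetic read after compound addition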
Target sequence (P11229 whole entry, looked up): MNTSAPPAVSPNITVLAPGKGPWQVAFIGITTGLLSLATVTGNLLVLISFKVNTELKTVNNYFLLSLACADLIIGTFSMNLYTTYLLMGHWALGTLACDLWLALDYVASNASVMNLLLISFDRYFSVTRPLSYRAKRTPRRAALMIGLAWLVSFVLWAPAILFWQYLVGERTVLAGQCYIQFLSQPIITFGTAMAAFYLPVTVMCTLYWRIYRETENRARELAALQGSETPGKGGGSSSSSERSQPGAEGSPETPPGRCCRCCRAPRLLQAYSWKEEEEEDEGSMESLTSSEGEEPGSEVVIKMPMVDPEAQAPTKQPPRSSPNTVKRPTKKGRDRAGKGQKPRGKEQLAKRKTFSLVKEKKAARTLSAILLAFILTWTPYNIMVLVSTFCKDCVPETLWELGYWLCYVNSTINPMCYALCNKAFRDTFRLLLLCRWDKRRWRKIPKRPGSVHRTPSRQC
CHO-K1 Ca PAM – nonselective calcium activators in parental CHO-K1 cells, primary screen, counter-screen for M1 PAM project, cell-based, Fluo-8 calcium fluorescence, full deck, 1536-well | 0.02% of 360,000 active | ATP EC20; 0% at ATP EC20, 100% at ATP max | activation, % at 3 µM | AID 602247, 2012;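 active means activation above the run cutoff, the mean activation of all test compounds plus 3 SD, cut at about 40% in these data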;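 further: peak over basal fluorescence ratio in a 140 s read after ATP addition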
M1 ag parental – counter-screen for M1 agonists: effect in parental CHO-K1 cells; Fluo-8 calcium fluorescence; scaled to maximal ATP response, vehicle zero; activation, % at 3 µM; 0.48% of 360,000 active; AID 602248, 2012; in the data active means activation above about 15%;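 further: untransfected CHO-K1 host cells lacking M1 receptor as counterscreen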
CHO parental Ca – ATP-evoked calcium signal inhibitors, parental CHO, primary screen, counter-screen for OX1R antagonist project, cell-based, fluorescence, Fluo-8 calcium dye; parental CHO-K1, ATP-induced calcium, Fluo-8 fluorescence; inhibition, % at 5.6 µM; 0.63% of 330,000 active; AID 463079, 2010;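 active means inhibition above that plate's mean sample inhibition plus 3 SD, cut at about 26% in these data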;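 further: 0% = ATP-challenged DMSO wells and 100% = DMSO wells without ATP; some compounds past the cut are filed as inactive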
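Material: parental CHO cells / Compound: single nominal dose of 5.6 µM per compound / Signal: Fluo-8 fluorescence / Replicates: singlicate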
CHRM1 antagonist – human M1 muscarinic receptor antagonists, primary screen, CHO-K1 cells, Fluo-8 calcium fluorescence, 1536-well | 1.3% of 360,000 active | Muscarinic acetylcholine receptor M1 (Homo sapiens), P11229 | inhibition, % at 3 µM | AID 588852, 2011 | CHO-K1 hM1, ACh EC80 antagonist;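 active means percent inhibition above its own plate's cutoff, namely the mean of that plate's compound wells plus 3 SD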;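 further: peak over basal fluorescence ratio during 140 s after agonist addition; 0% = ACh EC80 plus DMSO and 100% = DMSO alone without agonist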
TAAR1 agonist – human TAAR1 agonists, primary screen, Fluo-8 calcium fluorescence, CHO RD-HGA16 cells. Trace amine-associated receptor 1 (Homo sapiens), Q96RJ0. vehicle wells 0%, saturating PEA agonist 100%. activation, % at 3 µM. 0.99% of 360,000 active. AID 624467, 2012;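 active means activation above the mean activation of all test compounds in the run plus 3 SD, cut at about 38% in these data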
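System: CHO-derived RD-HGA16 cells with stable Gα16 and human TAAR1. Times: 17-24 h plating, Fluo-8 75 min 37 °C, 30 min RT. Measured by: calcium-sensitive Fluo-8 signal, excitation 470-495, emission 515-575 nm. Read-out basis: % activation relative to PEA EC100 response. Control set: DMSO and PEA EC100. Repeats: no replicates (n 1).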
CHO-K1 Ca antag – nonselective inhibitor or artifact in parental CHO-K1 cells; ATP-induced calcium, Fluo-8 fluorescence; inhibition, % at 3 µM; 0.6% of 360,000 active;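 active means inhibition above a per-plate cutoff, the plate's mean sample inhibition plus 3 SD, cut at about 24% in these data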;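 further: 0% = DMSO plus EC80 ATP and 100% = DMSO alone without ATP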
Active calls of the source: *; · = no result given.

canonical_smiles	TAAR1 antagonist	OXTR potentiate	M1 ag	CHO-K1 Ca PAM	M1 ag parental	CHO parental Ca	CHRM1 antagonist	TAAR1 agonist	CHO-K1 Ca antag
O=NNc1nc2ccccc2n1Cc1ccccc1	-6	0	-3	10	2.3	-9	-1	2	-6
c1ccc(-c2cc3c(N4CCCCC4)ncnc3s2)cc1	17	-5	-11	15	0.4	-22	-4	-2	-1
COc1cc(CN2CCC(C(=O)NC(c3ccc(F)cc3)c3ccc4ccccc4n3)CC2)cc(OC)c1 (stereo not given)	-7	·	-3	12	3.3	·	4	14	-9
Cc1ccc2c(c1)N(CC(=O)c1cccc(Cl)c1)C(=O)C(C)O2 (stereo not given)	10	-1	-6	-8	-0.3	-30	-9	2	-7
COc1ccccc1Cc1c(-c2ccco2)nc2ccc(Br)cn12	-25	·	5	-4	0.6	·	-46	0	1
CN1C(=S)SC(C)(C)C1NO (stereo not given)	-5	-5	-6	5	-0.1	-8	0	12	-4
COc1cccc(NC(=O)C2c3cc(OC)c(OC)cc3C(=O)N(C)C2c2cccnc2)c1 (stereo not given)	-7	-16	0	19	0.1	-5	-11	5	-14
Nc1nn(-c2ccccc2Cl)cc1-c1nn[nH]n1	1	2	-3	5	0.6	-22	-16	3	-7
N#C/C(=C/c1cccs1)c1nc2ccccc2[nH]1	12	-3	-5	3	4.3	-26	-4	3	-4
O=C(CCn1cnc2ccccc21)N/N=C/c1ccc(O)cc1	11	-8	-3	19	0.5	-2	-1	7	-1
O=C(Nc1ccc(F)c(Cl)c1)C1CCN(c2ncnc3c2nc2n3CCCCC2)CC1	-24	-5	-4	-1	0.2	-21	-11	1	-10
COc1ccc(NC2CCCN(C(=O)c3csc(C)n3)C2)cc1 (stereo not given)	-16	-5	0	6	1.2	-6	-23	0	-7

Arranged by length of the SMILES (falling): five of the compounds above.
canonical_smiles	TAAR1 antagonist	OXTR potentiate	M1 ag	CHO-K1 Ca PAM	M1 ag parental	CHO parental Ca	CHRM1 antagonist	TAAR1 agonist	CHO-K1 Ca antag
COc1cccc(NC(=O)C2c3cc(OC)c(OC)cc3C(=O)N(C)C2c2cccnc2)c1 (stereo not given)	-7	-16	0	19	0.1	-5	-11	5	-14
Cc1ccc2c(c1)N(CC(=O)c1cccc(Cl)c1)C(=O)C(C)O2 (stereo not given)	10	-1	-6	-8	-0.3	-30	-9	2	-7
COc1ccccc1Cc1c(-c2ccco2)nc2ccc(Br)cn12	-25	·	5	-4	0.6	·	-46	0	1
N#C/C(=C/c1cccs1)c1nc2ccccc2[nH]1	12	-3	-5	3	4.3	-26	-4	3	-4
CN1C(=S)SC(C)(C)C1NO (stereo not given)	-5	-5	-6	5	-0.1	-8	0	12	-4

More compounds follow:
canonical_smiles	TAAR1 antagonist	OXTR potentiate	M1 ag	CHO-K1 Ca PAM	M1 ag parental	CHO parental Ca	CHRM1 antagonist	TAAR1 agonist	CHO-K1 Ca antag
CC(NC(=O)C(C)(C)C)C(c1cccs1)N1CCOCC1 (stereo not given)	-19	-1	-3	7	0.3	-3	-8	12	-10
Cc1nn(C)c(C(=O)Nc2ccc(Cl)c([N+](=O)[O-])c2)c1Cl	6	-9	-7	20	0.4	3	-7	3	-9
CC1CCCC(NCC(=O)Nc2ccc(C(N)=O)cc2)C1C (stereo not given)	4	-14	-5	8	1.9	3	-9	1	2
COc1ccc(CCN=C(N)NS(=O)(=O)c2ccc(C)cc2)cc1	-1	0	-1	-8	0.1	-17	2	0	14
O=C(CSc1n[nH]c(=O)[nH]c1=O)Nc1ccc(SC(F)F)cc1	-17	6	0	14	0.2	-8	-1	2	-11
CSc1nc(-c2ccc(Cl)cc2Cl)[nH]c(=O)c1C#N	-18	-2	-1	16	0.4	-5	-8	0	-1
COCCNCc1ccccc1	-8	3	-3	2	0.2	-9	-11	1	-24
O=C(NC(=S)Nc1cccc(Cl)c1N1CCCCC1)c1ccco1	·	-3	-5	31	2.3	-48	-4	·	-22
CN1CCN(C(=O)CCS(=O)(=O)c2cc3c(cc2Cl)NC(=O)CO3)CC1	2	1	-2	10	-0.2	-11	-13	6	0
O[C@H]1C[C@H](c2ccc(Cl)cc2)N(CC2CCCCC2)C[C@@H]1n1cc(C2CC2)nn1	-3	·	-2	15	0.4	·	-17	3	-10
COC(=O)c1ccc(COC(=O)CNC(=O)CNC(=O)c2ccc(OC)cc2)cc1	-13	-8	-3	17	0.9	-17	3	3	-4
COC(=O)c1cccc(Nc2c3c(nc4ccccc24)CCC3)c1	-11	·	-8	19	0.0	·	-8	-1	-14

The results go on.
canonical_smiles	TAAR1 antagonist	OXTR potentiate	M1 ag	CHO-K1 Ca PAM	M1 ag parental	CHO parental Ca	CHRM1 antagonist	TAAR1 agonist	CHO-K1 Ca antag
Cc1cc(C(=O)Nc2cccc3c2O[C@H](CN(C)CC2CC2)[C@@H](C)CN([C@H](C)CO)C3=O)n(C)n1	14	3	5	56*	9.9	-31	-6	43*	-28
O=C(NCc1ccco1)C1CCCN1C(=O)Nc1ccccc1Cl (stereo not given)	8	1	0	-4	0.0	-9	2	1	-5
CC1CCN(C(=O)Cn2nnc(-c3cccs3)n2)CC1	-9	-6	-1	0	0.5	-5	1	1	-7
O=C(CSc1ncnc2sc3c(c12)CCC3)Nc1ccccc1C(=O)O	-27	0	-1	6	0.3	-2	5	-1	-7
Cc1ccc(OCCOCCN2CCCC2)c(Br)c1	3	-3	-8	7	1.0	-10	-2	-1	-9
O=C(NNC(=O)c1cccnc1)Nc1ccccc1	4	-5	-3	7	0.3	-3	1	9	-15
O=C(O)C12C[C@H]3C[C@@H](C1)CC(n1ncc(N4CCN(c5ccccc5)CC4)c(Cl)c1=O)(C3)C2	5	-4	-4	-8	1.1	-8	4	1	6
CCOc1ccc(-c2nnc(-c3cccs3)o2)cc1	-1	-7	-4	19	0.0	-12	-9	1	-14
O=C(O)c1ccc(NC(=S)NC(=O)c2cncc(Br)c2)cc1	-15	-10	-1	4	-0.2	-3	-14	4	-6
C=CCn1c(-c2cccc(S(=O)(=O)N(CC)CC)c2)n[nH]c1=S	13	-4	-1	14	0.7	-6	-2	10	-10
O=C(c1ccc(CNc2c(N3CCOCC3)c(=O)c2=O)cc1)N1CC=C(c2ccccc2)CC1	-15	-1	-10	21	1.3	-9	-14	-1	-9
O=C(Cn1nc(C(=O)O)c2ccccc2c1=O)Nc1cccc(S(=O)(=O)N2CCCCC2)c1	21	-10	-1	-13	4.5	25	24*	15	-4

(continued)
Results follow in this order: TAAR1 antagonist	OXTR potentiate	M1 ag	CHO-K1 Ca PAM	M1 ag parental	CHO parental Ca	CHRM1 antagonist	TAAR1 agonist	CHO-K1 Ca antag
- CC(=O)c1ccc(OCC(O)CN2CCCC(C)C2)cc1 (stereo not given)
  -21	-1	-11	17	0.5	8	-10	2	-5
- Cc1nn(CCOc2cccc(Cl)c2)c(C)c1[N+](=O)[O-]
  -4	-5	-5	15	1.1	-8	-9	3	-13
- Cc1cc(C(=O)CC#N)c(C)n1-c1ccc(OC(F)F)cc1
  3	-4	-3	9	1.6	21	4	-4	-7
- COCCn1c(SC)nnc1-c1c[nH]c2ccccc12
  -3	-1	-1	15	0.5	-1	-3	1	-10
- Cc1nnc(SCC(=O)NC(C)(C)C)n1NCc1ccc(Cl)cc1
  -16	2	-3	10	0.8	-6	-6	1	-5
- COC(=O)c1[nH]c2ccc(F)cc2c1NS(=O)(=O)c1ccc(OC)cc1OC
  -2	-9	-4	20	1.5	1	-11	2	-8
- O=C(NNC(=O)C1CC1c1ccccc1)Nc1cccc(Cl)c1 (stereo not given)
  20	-1	0	10	0.7	-11	-8	10	-5
- Nc1nc(SCC(=O)N2CCCc3ccccc32)[nH]c(=O)c1-c1ccccc1
  -9	-2	-2	5	0.8	-10	0	17	-22
- CCCNC(=S)N(Cc1cc2cc(C)ccc2n2nnnc12)CC(C)(C)CN(C)C
  -9	0	-6	14	3.7	-14	-3	5	8
- CCOC(=O)c1c(C)nc2sc3c(c2c1-c1ccc(OC)cc1)NC(c1ccccc1)NC3=O (stereo not given)
  0	5	-2	11	2.0	-26	8	4	8

Additional compounds.
Results follow in this order: TAAR1 antagonist	OXTR potentiate	M1 ag	CHO-K1 Ca PAM	M1 ag parental	CHO parental Ca	CHRM1 antagonist	TAAR1 agonist	CHO-K1 Ca antag
- O=C1/C(=C/c2ccccn2)SC(=S)N1c1cccc(O)c1
  -6	-16	1	7	4.2	-3	5	1	4
- Cc1nc(NC(=O)c2ccccc2)sc1-c1csc(NCc2ccco2)n1
  ·	-10	-6	15	0.3	-5	-1	·	-7
- Cc1cc(-c2onc(C)c2C(=O)N/N=C/c2ccccc2)no1
  -20	1	-3	12	1.6	-3	-14	0	-6
- Cc1c(C(=O)NCc2c(F)cc(F)cc2F)oc2ccc(S(=O)(=O)N3CCOCC3)cc12
  68*	-10	-5	16	12	-4	13	19	-12
- O=[N+]([O-])c1cccc(CN2CCN(S(=O)(=O)Cc3ccccc3)CC2)c1
  -4	-10	-4	1	1.0	-18	9	4	-5
- O=C(COC(=O)c1ccc([N+](=O)[O-])s1)Nc1ccc(Cl)cn1
  10	0	-7	-10	0.3	-7	5	4	7
- COc1ccccc1/C=C1/C(=O)N(c2cc(C)cc(C)c2)C(c2cccc([N+](=O)[O-])c2)S1(=O)=O (stereo not given)
  1	-8	-10	16	0.6	-5	7	1	-1
- COC(=O)COc1ccc(S(=O)(=O)Nc2ccc(NC(C)=O)cc2)cc1C
  6	-4	-5	14	1.1	-5	-1	6	-9
- CCC1(C)OC(=O)N(CCCn2ccnc2C)C1(C)O (stereo not given)
  -7	-2	-5	-4	-0.3	0	-1	2	-3
